# Bioassay records as filed in PubChem BioAssay.
# TDP1 block: qHTS Assay for Inhibitors of Tyrosyl-DNA Phosphodiesterase (TDP1). Tyrosyl-DNA phosphodiesterase 1 (Homo sapiens), Q9NUW8. recombinant TDP1, AlphaScreen DNA substrate cleavage. Potency, µM (highest dose often 130 µM), without a hit: top-dose activity change, negative = inhibition, actives largely listed as inhibitors. 0.28% of 350,000 active. AID 485290, 2010; active = well fitted inhibition curve with a large enough effect; note: nearly all actives have a fitted effect of over 40% in size
# Target sequence (Q9NUW8 whole entry, looked up): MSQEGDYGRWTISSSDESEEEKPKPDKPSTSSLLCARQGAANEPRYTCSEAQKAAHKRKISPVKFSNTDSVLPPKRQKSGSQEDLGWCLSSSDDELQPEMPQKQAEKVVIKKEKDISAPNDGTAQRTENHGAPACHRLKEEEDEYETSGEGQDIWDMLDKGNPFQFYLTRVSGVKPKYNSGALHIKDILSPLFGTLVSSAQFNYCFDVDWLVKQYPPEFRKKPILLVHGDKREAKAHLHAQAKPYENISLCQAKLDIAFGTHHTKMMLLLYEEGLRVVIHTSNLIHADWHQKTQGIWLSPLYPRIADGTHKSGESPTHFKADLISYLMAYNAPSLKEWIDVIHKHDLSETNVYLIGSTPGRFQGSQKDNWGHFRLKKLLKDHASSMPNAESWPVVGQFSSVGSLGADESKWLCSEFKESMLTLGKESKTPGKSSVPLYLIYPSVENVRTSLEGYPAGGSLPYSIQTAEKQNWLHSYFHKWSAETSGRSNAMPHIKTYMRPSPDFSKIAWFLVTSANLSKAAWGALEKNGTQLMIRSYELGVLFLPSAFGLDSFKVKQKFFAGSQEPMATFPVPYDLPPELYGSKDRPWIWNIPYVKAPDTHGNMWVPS
#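 Here, a 5' biotin and 3' phosphotyrosine-FITC DNA oligonucleotide reports Tdp1 activity: intact substrate bridges AlphaScreen beads, while cleavage leaves a 3' phosphate and drops signal. All incubations at room temperature.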
# Starred values were filed as active, the others as inactive; [ ] = dose if it differs, or a comment. % is set by controls: 0 for no effect and ±100 for the full control effect; potency is the fitted concentration of half-maximal effect.
item	Compound	TDP1 block
1	COC(=O)c1ccc(C(NC(=O)OCc2ccccc2)/C(=C/[C@@H](C)C(=O)NCc2ccncc2)c2cccnc2)cc1 (some centres undefined)	4%
2	OC1OC[C@H](O)[C@H](O)[C@H]1O (some centres undefined)	9%
3	O=S(=O)(Cc1ccccc1)N1CCc2ccccc21	5%
4	CC1CCC(O)C/C1=C\C=C1/CCCC2(C)C1CCC2C(C)/C=C/C(C)C(C)C (centres undefined)	11%
5	O=C1C[C@@H](c2ccc3ccccc3c2)N1S(=O)(=O)c1ccccc1[N+](=O)[O-]	5%
6	Cn1c(=O)n2n(c1=O)[C@H]1[C@H](O)[C@H]3O[C@@H]3/C(=N/OC[C@@H](O)COCc3ccco3)[C@@H]1CC2	-2%[21 µM]
7	CCOc1ccc(NC(=O)c2ccc3c(=O)n(-c4ccc(OC)cc4OC)c(=S)[nH]c3c2)cc1	4%
8	COC(=O)c1ccc(C(NC(=O)OCc2ccccc2)/C(C)=C/[C@@H](C)C(=O)N[C@@H](CO)Cc2ccccc2)cc1 (some centres undefined)	7%
9	c1ccc(CCNc2ccccc2)cc1	8%
10	N#CC1=C(Nc2ccccc2)SC=C(c2ccc(F)cc2)N=C1N1CCOCC1	-2%
11	Cc1ccc2cccc(NC(=O)C(C)(C)Oc3ccc(Br)cc3)c2n1	-2%
12	CCCC[C@@H]1C[C@H]1C(NC(=O)c1ccccc1)c1ccc(C(F)(F)F)cc1 (some centres undefined)	-4%
13	COC(=O)c1cc(NC(=O)c2cccc(Cl)c2)c(=O)oc1/C=C/Nc1cc(C)cc(C)c1	-6%
14	CC(=O)c1ccc(OC2C=CC(C#Cc3ccc(Br)cc3)OC2CO)cc1 (centres undefined)	8%[21 µM]
15	C[C@H]1Cc2c(COc3ccccc3)nc3c(c2CO1)CN(S(=O)(=O)c1ccc(C#N)cc1)CC3	7%[12.3 µM]
16	Cc1ccc(S(=O)(=O)NCCc2nnc3ccc(SCC(=O)Nc4nc5ccccc5s4)nn23)cc1	-2%
17	c1ccc(-c2nc(-c3cccs3)c(NC3CCCCC3)o2)cc1	-5%
18	CSCC[C@H](NC(=O)[C@H](CC(C)C)N(C)C(=O)[C@@H]1CCCN1C(=O)[C@H](Cc1ccccc1)NC(=O)[C@H](Cc1ccccc1)NC(=O)CCC(C)N)C(=O)O (some centres undefined)	10%
19	C=CCn1c(=O)/c(=C2/Sc3ccccc3N2CC)s/c1=C1/C(=O)NN=C1C	4%
20	CCCC[C@@H]1C[C@H]1C(NC(=O)c1ccc(-c2ccccc2)cc1)c1ccc(-c2ccccc2)cc1 (some centres undefined)	4%
21	Cc1ccc(C(=O)c2oc3ccccc3c2NC(=O)COc2ccccc2Cl)cc1	3%
22	CCNC(=O)CCSc1nnc(-c2ccc(O)cc2)o1	-2%
23	Cc1ccc(-c2nc(C(=O)NCc3ccc(Cl)cc3)c3n2CCCCC3)cc1	3%
24	Cc1ccc(C)c(NC(=S)NCc2cccn2C)c1	9%
25	Cc1cccc(C(=O)O)c1	7%
26	CCCCCCCc1cc2c(cn1)=C(OC)C(C)(OC(C)=O)C(=O)C=2Cl (centres undefined)	6%
27	N#C/C(C(=O)N1CCOCC1)=c1\s/c(=C/c2ccncc2)c(=O)n1-c1ccccc1	0%
28	CC1Cc2ccccc2N1C(=O)CSc1nc(N)cc(=O)[nH]1 (centres undefined)	4%
29	CCCCc1nc2c(c3c1C[C@H](C)OC3)CN(S(=O)(=O)c1ccc(Cl)c3nonc13)CC2	10%[21 µM]
30	O=C(CSc1ncnc2c1oc1ccccc12)N1CCc2ccccc2C1	4%
31	O=C(/C=C/c1ccc2c(c1)OCO2)c1ccccc1	6%
32	Nc1nc(Cl)nc2c1ncn2[C@@H]1O[C@H](CO)[C@H](O)C1F (some centres undefined)	4%
33	COc1ccc(C(=O)O)cc1COc1ccc(NC(C)=O)cc1	-7%
34	C#CCOCCOCCOCCNc1nc(N2CCN(C(=O)C([C@@H](C)CC)n3cc(C(N)CO)nn3)CC2)nc(N2CCN(C(=O)[C@H](CCC(=O)O)n3cc(C(N)[C@H](C)CC)nn3)CC2)n1 (some centres undefined)	-2%
35	COc1ccc(OC)c(C2=Nn3c(nnc3-c3ccccc3OC)SC2)c1	10%
36	Nc1nc(-c2ccc(Cl)c(Cl)c2)c(-c2ccncc2)s1	4%
37	O=C1CC(c2ccccc2Cl)Cc2c1cnn2-c1nc2ccccc2s1 (centres undefined)	0%
38	NC(=O)Nc1sc(-c2ccc(F)cc2)cc1C(N)=O	15%
39	COC(=O)COc1ccc(S(=O)(=O)Nc2cc(OC)ccc2OC)cc1	9%
40	C/C(CCC(=O)OC[C@@H]1O[C@H](C#Cc2ccccc2)C=C[C@@H]1Oc1ccc(C)cc1)=N/OC[C@@H](O)[C@H]1O[C@H]2OC(C)(C)O[C@H]2[C@@H]1O	7%[21 µM]
41	CC(C)C[C@H](NC(=O)[C@H](Cc1ccccc1)NC(=O)CNC(=O)[C@H](CCC(=O)O)NC(=O)[C@H](CCCNC(=N)N)NC(=O)[C@H](C)NC(=O)[C@H](C)NC(=O)[C@@H](N)CC(=O)O)C(=O)N[C@@H](CC(=O)O)C(=O)N[C@H](C(=O)N[C@@H](CC(C)C)C(=O)N[C@H](C(=O)N[C@H](C(=O)N[C@@H](CC(C)C)C(=O)N[C@@H](Cc1cnc[nH]1)C(=O)N[C@@H](CCCNC(=N)N)C(=O)N[C@@H](C)C(=O)NCC(=O)N[C@@H](C)C(=O)N[C@@H](CCCNC(=N)N)C(=O)O)C(C)C)C(C)C)[C@@H](C)O	12%
42	COC(=O)C1=C(C(=O)OC)[C@@H]2N(Cc3ccccc3)c3ccccc3[C@@]23C[C@@H](C(=O)OC)N(S(=O)(=O)c2ccc4c(c2)OCCN4C)C3=N1	10%[21 µM]
43	Cc1ccc2nc(NC3=NC(CC(=O)O)C(=O)N3)nc(C)c2c1 (centres undefined)	2%
44	N#CCCSc1ccccc1NC(=O)c1ccc(S(=O)(=O)N2CCCC2)cc1	0%
45	Cc1ccc(Nc2nc(-c3ccccc3)nc3ccccc23)cc1	0%
46	CCN(Cc1ccccc1)S(=O)(=O)c1ccc2[nH]c3c(c2c1)CCCCC3	6%
47	COc1ccccc1N=c1c2c([N+](=O)[O-])cc([N+](=O)[O-])cc2n(O)n1-c1ccccc1OC	-1%
48	O=C1CC(c2ccc(F)cc2)c2c(c3ccccc3[nH]c2=O)O1 (centres undefined)	2%
49	CCOc1ccccc1C(=O)NC1(C(F)(F)F)NC(=O)N(CCc2ccc(OC)c(OC)c2)C1=O (centres undefined)	5%
50	CC(C)C(OC(=O)c1oc2ccccc2c1CSC1CCCCC1)C(=O)NC(N)=O (centres undefined)	3%
51	CC[C@H](C)[C@H](NC(=O)[C@H](CO)NC(=O)[C@H](CC(N)=O)NC(=O)[C@H](CC(C)C)NC(=O)[C@H](Cc1ccc(O)cc1)NC(=O)[C@H](CCCCN)NC(=O)[C@H](CCCCN)NC(=O)[C@@H](NC(=O)[C@H](C)NC(=O)[C@H](CCSC)NC(=O)[C@H](CCC(N)=O)NC(=O)[C@H](CCCCN)NC(=O)[C@H](CCCNC(=N)N)NC(=O)[C@H](CC(C)C)NC(=O)[C@H](CCCNC(=N)N)NC(=O)[C@@H](NC(=O)[C@H](Cc1ccc(O)cc1)NC(=O)[C@H](CC(N)=O)NC(=O)[C@H](CC(=O)O)NC(=O)[C@@H](NC(=O)[C@H](Cc1ccccc1)NC(=O)[C@@H](NC(=O)[C@H](C)NC(=O)[C@H](CC(=O)O)NC(=O)[C@H](CO)NC(=O)[C@@H](N)Cc1cnc[nH]1)C(C)C)[C@@H](C)O)[C@@H](C)O)C(C)C)C(=O)N[C@@H](CC(C)C)C(=O)N[C@@H](CC(N)=O)C(N)=O	15%
52	N#CN1CCC(NC(=O)c2cccc(F)c2)CC1	-1%
53	CC(C)c1ccc(S(=O)(=O)c2cn(Cc3ccc(F)cc3)c3cc4c(cc3c2=O)OCO4)cc1	-1%
54	CC(=O)c1cccc(NC(=O)c2c(C)nn(-c3ccc(F)cc3)c2-n2cccc2)c1	3%
55	CC(C)[C@@H](CC(=O)N[C@@H]1CCCC[C@H]1C(=O)N[C@H](CC(=O)N[C@@H](CCC(=O)O)CC(=O)O)Cc1c[nH]c2ccccc12)NC(=O)C[C@H](Cc1ccccc1)NC(=O)[C@@H]1CNCC[C@H]1N	3%
56	COc1cc2c(s1)c1cnn(Cc3ccccc3F)c(=O)c1n2C	0%
57	C/C=C/C1=Cc2ccccc2C(CC(=O)OC)N1C(=O)OC (centres undefined)	-2%[12.3 µM]
58	CCCCC#CC1C=CC(Oc2ccc(OC)cc2)C(CO)O1 (centres undefined)	6%[21 µM]
59	CCOC(=O)c1ccc2c(c1)N(CC(=O)N(C)c1ccccc1)C(=O)c1ccccc1S2	-2%
60	COc1ccccc1N/C=C1/Sc2cc(Cl)ccc2NC1=O	-1%

# Entries by screen from the list.
# TDP1 block for nos. 43 to 54: 2%, 0%, 0%, 6%, -1%, 2%, 5%, 3%, 15%, -1%, -1%, 3%

# Continued.
item	Compound	TDP1 block
61	COc1ccc(C2/C=C\CN(S(=O)(=O)CC34CCC(CC3=O)C4(C)C)CC(=O)N2Cc2ccc(F)cc2)cc1 (centres undefined)	7%
62	ONCc1ccccc1	-1%
63	Cc1ccc(CCN2C(=O)c3ccc(C(=O)O)cc3C2=O)cc1	7%
64	Cc1cccc(NC(=O)CSc2nc3ccc(NC(=O)CSc4nnnn4-c4ccccc4)cc3s2)c1C	3%
65	CCc1ccc(CNC(=O)c2ccc3nc(C4CCCCC4)oc3c2)nc1	3%
66	O=C(CNC(=O)c1ccc2cc[nH]c2c1)OC(C(=O)Nc1cc(C(F)(F)F)ccc1Cl)c1ccccc1 (centres undefined)	1%
67	Nn1c(SCC(=O)NC2CCCc3ccccc32)nnc1-c1ccc(Cl)cc1Cl (centres undefined)	5%
68	FC(F)(F)c1cccc(Cl)c1	10%
69	Cc1oc(C(=O)O)cc1COc1ccc2c3c(c(=O)oc2c1C)CCCC3	2%
70	NCCC[C@@H](CC(=O)N[C@@H]1CCCC[C@H]1C(=O)N[C@H](CC(=O)N[C@@H](CCC(=O)O)CC(=O)O)Cc1ccccc1)NC(=O)C[C@H](Cc1ccccc1)NC(=O)[C@@H]1CCCC[C@H]1N	6%
71	COc1cccc(C2C3=C(CCCC3=O)NC3=C2C(=O)c2ccccc23)c1 (centres undefined)	0%
72	O=C1NC(Cc2ccc(O)cc2)c2nc3ccc(Br)cc3c(=O)n2-c2ccc(Cl)cc21 (centres undefined)	3%
73	O=C(CN1C(=O)CC(c2ccccc2)Sc2ccccc21)Nc1cccc(Cl)c1 (centres undefined)	-3%
74	CCN1C(=O)/C(=C/c2cnn(C)c2C)SC1=S	2%
75	Oc1ccccc1-c1nc(/C=C/c2ccccc2Cl)nn1-c1ccccc1	-6%
76	CN[C@@H](CCCN=C(N)N)C(=O)N[C@@H](CCCCN)C(=O)N1CCC[C@H]1C(=O)N[C@@H](Cc1c[nH]c2ccccc12)C(=O)N[C@H](C(=O)N[C@H](CC(C)C)C(=O)O)C(C)(C)C	13%
77	COc1cc(/C=N/O)ccc1OCc1ccc(Cl)cc1	2%
78	COC(=O)[C@@]1(C)C=C[C@@H](Cc2ccccc2)N1C(C)=O	2%
79	Cc1c(N/C(=N/S(=O)(=O)c2ccc(Cl)cc2)c2ccccc2)c(=O)n(-c2ccccc2)n1C	8%
80	CCOc1cccc(NC(=O)C2CC(=O)N(C)C(=Nc3ccc(OC)cc3)S2)c1 (centres undefined)	2%
81	O=C(NCCN1CCOCC1)C1(C(F)(F)F)CC(CCCO)CCCO1 (centres undefined)	1%
82	COc1ccc(CNC(=O)CCNS(=O)(=O)c2ccc3c(c2)CCCC(=O)N3)cc1	3%
83	Cc1nnc2n(Cc3ccccc3)c(=O)c3c4c(sc3n12)CN(Cc1ccccc1)CC4	7%
84	Cc1ccc(-c2csc(N3N=C(c4ccccc4)/C(=C\c4ccc(N(C)C)cc4)C3=O)n2)cc1	13%
85	CC(C)C[C@@H](CC(=O)N[C@@H](CCC(=O)O)CC(=O)O)NC(=O)[C@@H]1CCCC[C@H]1NC(=O)C[C@H](CCCN)NC(=O)C[C@H](Cc1c[nH]c2ccccc12)NC(=O)[C@@H]1CCCC[C@H]1N	4%
86	O=C(c1ccccc1)n1nc(-c2ccccc2)nc1NCc1ccc(F)cc1	0%
87	Cc1ccc(-c2cc(C(=O)NC3=NCCS3)c3cc(Br)ccc3n2)o1	8%
88	CCCOc1ccc(C(=O)CCC(=O)OCC(=O)Nc2cc(C)on2)cc1	5%
89	CC(=O)Nc1ccccc1NS(=O)(=O)c1ccccc1NO	0%
90	COC(=O)NC(/C(C(=O)OC)=C(\C)NCc1ccccc1)c1cccs1 (centres undefined)	3%[21 µM]
91	COc1ccc(-c2cc(C(F)(F)F)n3ncc(C(=O)Nc4c(C)n(C)n(-c5ccccc5)c4=O)c3n2)cc1	0%
92	CCCOc1ccc(C(=O)CCC(=O)OCC(=O)Nc2ccc(OCC)cc2)cc1	1%

# An excerpt from above in order of their number in TDP1 block, descending:
nr	SMILES	TDP1 block
67	Nn1c(SCC(=O)NC2CCCc3ccccc32)nnc1-c1ccc(Cl)cc1Cl (centres undefined)	5%
64	Cc1cccc(NC(=O)CSc2nc3ccc(NC(=O)CSc4nnnn4-c4ccccc4)cc3s2)c1C	3%
74	CCN1C(=O)/C(=C/c2cnn(C)c2C)SC1=S	2%
62	ONCc1ccccc1	-1%
75	Oc1ccccc1-c1nc(/C=C/c2ccccc2Cl)nn1-c1ccccc1	-6%

# These rows are one share of the data, so the mix of outcomes need not match the whole.
